Compound activity (PubChem BioAssay)
IL2 activator: activates IL-2 in a cell-based reporter assay. AID 652025. IL-2 activation reporter assay, cell-based qHTS; stimulated with anti-CD3/CD4/CD28 beads; in transgenic mouse T cells. activation, % (series mostly up to about 46 µM). 0.065% of 360,000 active; in the data active = activation above about 50%; inconclusive = mostly about 30% to 49%; also: 0% is about no effect
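Unstimulated transgenic mouse T cells preincubated 60 min with compound, then stimulated with anti-CD3/anti-CD4-coated beads plus anti-CD28 for 18 h at 37 degrees C. IL-2 response read as EGFP and DsRed fluorescence by plate cytometry.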
GLP-1R inv ag: GLP-1 receptor (human) inverse agonism. P43220. Potency, µM (top dose mostly 38.3 µM), inactives show at the top dose activity change, negative = inhibition, most hits filed as inhibitors. HEK293 GLP-1R CRE-luciferase, luminescence, 24 h; GLP-1R form is constitutively active. 1.6% of 410,000 active. AID 624417; also: potency is read from the fitted curve at half-maximal effect; % is scaled to controls: 0 for no effect and ±100 for the full control effect; nearly all actives have a fitted effect of over 55% in size
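Stable HEK293 clone (constitutively active GLP-1R + cAMP-response luciferase); 200 cells/uL plated, 12 h pre-culture, compound 24 hr, 37 deg C/5% CO2; detection reagent 12 min RT; luminescence.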
PI5P4K alpha inh: inhibitors of human PI5P4K alpha; 1.2% of 330,000 active; AID 652105; PI5P4Kalpha enzyme, ADP-Glo luminescence, 60 min; stronger effect = lower value; max response, %; active = max response of -50% or lower; inconclusive = between -30% and -50%; inactive = -30% or higher; also: value at the top dose of about 77 µM; % is scaled to controls: 0 for no effect and ±100 for the full control effect
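qHTS, 1536-well: enzyme/substrate mix, compound by pin tool, 5 microM ATP final; RT 60 min; ADP-Glo reagents 1 (45 min) then 2 (30 min); luminescence.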
PLK1 PBD block: PLK1 (human) polo-box domain binding inhibition | Plk1 PBD binding of FITC phosphopeptide, fluorescence polarization | Potency, µM, for inactives: max response, negative = inhibition, actives largely listed as inhibitors | P53350 | 2.8% of 360,000 active; also: potency is read from the fitted curve at half-maximal effect; series mostly up to about 57 µM; % is scaled to controls: 0 for no effect and ±100 for the full control effect; nearly all actives have a fitted effect of over 65% in size
Target sequence (P53350 whole entry, looked up, the tested form may be a part): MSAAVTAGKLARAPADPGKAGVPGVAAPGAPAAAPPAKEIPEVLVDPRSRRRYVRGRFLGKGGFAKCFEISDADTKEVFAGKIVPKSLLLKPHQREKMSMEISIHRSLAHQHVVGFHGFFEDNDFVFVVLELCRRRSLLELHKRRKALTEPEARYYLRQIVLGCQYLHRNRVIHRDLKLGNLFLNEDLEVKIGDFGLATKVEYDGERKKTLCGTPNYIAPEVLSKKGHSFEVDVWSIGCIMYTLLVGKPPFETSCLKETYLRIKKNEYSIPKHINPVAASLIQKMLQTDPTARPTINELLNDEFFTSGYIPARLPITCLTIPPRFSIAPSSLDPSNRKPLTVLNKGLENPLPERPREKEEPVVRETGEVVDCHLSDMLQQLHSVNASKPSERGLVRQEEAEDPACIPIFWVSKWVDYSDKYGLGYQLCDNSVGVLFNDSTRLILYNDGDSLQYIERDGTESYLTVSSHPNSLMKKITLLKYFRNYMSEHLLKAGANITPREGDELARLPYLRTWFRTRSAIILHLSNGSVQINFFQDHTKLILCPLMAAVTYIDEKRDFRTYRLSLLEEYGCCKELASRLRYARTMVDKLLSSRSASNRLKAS
DRD3 antagonist: antagonists of human D3 dopamine receptor | D3R cells, DiscoveRx beta-arrestin luminescence, antagonist mode; stronger effect = lower value | max response, negative = inhibition, % | 2.5% of 360,000 active | AID 652054; in the data active = max response below about -50%; inconclusive = no clear call, values can overlap the other calls; also: % is scaled to controls: 0 for no effect and ±100 for the full control effect; mostly tested at two doses, the higher about 12 µM
Target sequence (P35462 whole entry, looked up): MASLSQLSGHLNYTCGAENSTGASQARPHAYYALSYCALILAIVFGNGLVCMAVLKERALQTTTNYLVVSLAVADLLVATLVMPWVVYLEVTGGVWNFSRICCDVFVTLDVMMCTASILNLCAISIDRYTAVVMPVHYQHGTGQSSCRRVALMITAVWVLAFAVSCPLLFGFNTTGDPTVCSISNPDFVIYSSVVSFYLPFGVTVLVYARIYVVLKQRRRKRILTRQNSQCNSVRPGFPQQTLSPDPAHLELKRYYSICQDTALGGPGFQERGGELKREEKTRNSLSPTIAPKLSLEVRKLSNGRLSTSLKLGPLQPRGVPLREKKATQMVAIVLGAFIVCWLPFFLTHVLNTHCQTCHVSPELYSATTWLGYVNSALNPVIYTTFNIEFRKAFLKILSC
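Cells expressing the human receptor were seeded at 1500 cells/well, incubated overnight at 37 degrees C in 5% CO2, then exposed to library compounds with dopamine controls for 90 minutes at 37 degrees C before luminescent detection.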
DRD3 agonist: D3 dopamine receptor (human) agonism | D3R DiscoveRx beta-arrestin cells, luminescence, 90 min | P35462 | 0.58% of 410,000 active | max activation, %; in the data active = max activation above about 30%; also: 0% is about no effect; mostly tested at two doses, the higher about 12 µM
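Agonist-mode cell screen: cells plated at 1500/well and incubated overnight at 37 °C, then exposed to library compounds for 90 min at 37 °C. Detection reagent was added for 30–60 min at room temperature, and luminescence was read.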
GLP1R ag: GLP-1 receptor (human) agonism; AID 624172; 0.007% of 380,000 active; HEK293 GLP-1R CRE-luciferase, luminescence, 4-6 h; cells express a hypersensitive GLP-1R form; P43220; Potency, µM (titrated, usually from 45.6 µM), for the others: at the highest dose activation, hits mostly activators; also: potency is read from the fitted curve at half-maximal effect; % of control where 0% means no effect
GLP1R cytotox: cytotoxic in the GLP-1 receptor inverse agonist counter-screen. HEK293 cAMP-luciferase reporter cells, luminescence, 24 h. Potency, µM (series often up to 38.3 µM), without a hit: at the highest dose activity change, negative = inhibition, usual class: inhibitors. 0.13% of 410,000 active. AID 624418;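 also: loss of luciferase light is scored as toxicity; potency is read from the fitted curve at half-maximal effect; % is scaled to controls: 0 for no effect and ±100 for the full control effect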
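Here, cytotoxicity is scored as loss of luminescence. The MLSMR collection was tested on cells seeded in medium containing 10% Nu serum, with a 24 hr compound exposure preceded by 12 hours of culture.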
WRN helicase inh: WRN helicase (human) inhibition | Q14191 | WRN helicase unwinding, fluorescent forked duplex, kinetic | Potency, µM (top dose mostly 114 µM), for inactives: at the highest dose activity change, negative = inhibition, usual class: inhibitors | 0.46% of 360,000 active | AID 651768; also: potency is read from the fitted curve at half-maximal effect; % is scaled to controls: 0 for no effect and ±100 for the full control effect; nearly all actives have a fitted effect of over 55% in size
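Screening of the MLSMR collection measured strand separation of a quenched forked DNA duplex (100 nM) by 20 nM WRN with 2 mM ATP, all final. Compounds were preincubated with enzyme 15 min at room temperature.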
Active calls of the source: *; ? = inconclusive; / = no result given; [ ] = another dose, or the depositor's remark. Unless noted, calls follow the shape of the dose curve; as a rule, active = well fitted curve in the direction sought with a large enough effect; inconclusive = small, poorly fitted or top-dose-only effect, or another doubt; inactive = no such curve, though single readings can be large; an effect the other way counts as inactive or inconclusive.

canonical_smiles	IL2 activator	GLP-1R inv ag	PI5P4K alpha inh	PLK1 PBD block	DRD3 antagonist	DRD3 agonist	GLP1R ag	GLP1R cytotox	WRN helicase inh
CCOc1ccccc1NC(=O)CCNS(=O)(=O)c1ccc2c(c1)CCN2C(=O)C1CC1	/	6%	/	/	/	-3	-6%	-9%	/
O=C1c2ccccc2C(=O)N1CCCCN(C(=O)c1cc2ccccc2oc1=O)c1ccc(Cl)cc1	1.2	-1%	2	6%	-16	-8	-7%	4%[1.53 µM]	-35%[57.1 µM]
C/C(=N\NS(C)(=O)=O)c1ccccc1	1.0	0%	-6	3%	9	0	-6%	1%	-3%
COc1ccc(N2CCN(C(=O)c3oc4ccccc4c3C)CC2)cc1	1.1	?	-1	-16%	-8	-6	9%	5%	1%
O=C(CN1CCN(Cc2ccccc2)CC1)Nc1ccc2c(c1)CCC2	-2.9	?	4	-10%	-20	-16	9%	6%	-29%
CC(=O)CCN1CCOCC1	-1.8	13%	/	-3%	-8	-1	0%	8%	-6%
Cc1c(C(=O)N2CCOCC2)oc2ccc(S(=O)(=O)N3CCCCCC3)cc12	1.6	25%	-3	-5%	20	4	2%	-1%	-3%
COc1ccc(C(=O)N/C(=C\c2ccc(OC)c(OC)c2)C(=O)N2CCCCC2)cc1	3.4	17%	-9	-3%	2	16	7%	17%	7%
COc1cc(O)oc1C=Nc1ccc(Oc2ccccc2)cc1	-2.0	-21%	-1	2%	1	0	-5%	-14%	-11%
CC(=O)c1sc2nc(C)c3c(c2c1N)CCCC3	0.2	19%	-2	-13%	0	21	3%	61%[activator]	-10%
COc1cccc(CN(CC(=O)NCc2ccccc2)S(=O)(=O)CCl)c1	1.4	-24%	3	-3%	3	4	7%	0%	9%
COc1ccc(C2=CSC3=NCCN23)cc1F	-0.2	-15%	2	-25%	0	2	-2%	73%[activator]	8%
COc1cccc(CNC(=O)C2CCN(c3nnc(N4CCCC4=O)s3)CC2)c1	-0.6	-21%	4	-10%	-14	-6	5%	-6%	-2%
COc1ccc(N2C(=O)CC(N3CCN(c4ccccc4OC)CC3)C2=O)cc1 (stereo not drawn)	-0.1	28%	-2	4%	7	-14	1%	5%	-1%
Cc1cc(C)cc(C(=O)NCC(=O)N2CCC(C(N)=O)CC2)c1	-0.4	-12%	-2	4%	4	4	-8%	0%	-3%
CCN1C[C@@H]2[C@@H]3C(=O)N(C)C(=O)[C@@H]3[C@](C)(C1=O)N2C(=O)c1ccc(F)cc1	-4.1	16%	-5	-6%	-26	0	-4%	?	12%
Cc1c(Cl)cccc1NCC(=O)Nc1ccc(Cl)cc1F	0.1	?	34	2%	6	3	14%	-6%	-18%
CN(C)c1nnnn1-c1ccc(Oc2ccccc2)cc1	-2.1	-5%	2	5%	0	9	6%	0%	1%
CCN(CC)S(=O)(=O)c1cccc(C(=O)NC(C)C(c2cccs2)N2CCCC2)c1 (stereo not drawn)	-2.0	?	-2	-2%	11	1	0%	2%	-2%
CCCCNCc1cc(Br)c(OCC(=O)NCc2ccccc2)c(OC)c1	0.2	?	-8	4%	-9	-13	12%	?	7%

Two of the compounds above, as labelled records:
CCN1C[C@@H]2[C@@H]3C(=O)N(C)C(=O)[C@@H]3[C@](C)(C1=O)N2C(=O)c1ccc(F)cc1
- IL2 activator = -4.1
- GLP-1R inv ag = 16%
- PI5P4K alpha inh = -5
- PLK1 PBD block = -6%
- DRD3 antagonist = -26
- DRD3 agonist = 0
- GLP1R ag = -4%
- GLP1R cytotox = ?
- WRN helicase inh = 12%
Cc1c(Cl)cccc1NCC(=O)Nc1ccc(Cl)cc1F
- IL2 activator = 0.1
- GLP-1R inv ag = ?
- PI5P4K alpha inh = 34
- PLK1 PBD block = 2%
- DRD3 antagonist = 6
- DRD3 agonist = 3
- GLP1R ag = 14%
- GLP1R cytotox = -6%
- WRN helicase inh = -18%

Following part
canonical_smiles	IL2 activator	GLP-1R inv ag	PI5P4K alpha inh	PLK1 PBD block	DRD3 antagonist	DRD3 agonist	GLP1R ag	GLP1R cytotox	WRN helicase inh
CC(OC(=O)Cc1ccc(Cl)cc1)C(=O)NCCC1=CCCCC1 (stereo not drawn)	0.0	-10%	12	8%	18	-4	-1%	-11%	0%
CN(C)CCOC(=O)c1ccc2c(c1)S(=O)(=O)c1ccccc1C2=O	-0.9	15%	-18	4%	0	5	2%	-8%	-1%
COc1ccc(C(=O)NC(=S)Nc2ccc(Cl)c(C(=O)O)c2)cc1	-0.5	-8%	-18	-19%	-17	-6	-3%	-3%	-9%
O=C1CCN(Cc2ccc(O)cc2)CCN1[C@H](CO)Cc1ccccc1	-0.8	0%	4	2%	-8	7	-3%	5%	-2%
CN1CCN(S(=O)(=O)c2ccc(N3CCN(c4ccccc4Cl)CC3)nc2)CC1	0.9	14%	0	5%	2	-7	-1%	-5%	5%
Cn1nc(-c2ccc(C(=O)N3CCN(CCO)CC3)cc2)c2ccccc2c1=O	-1.3	10%	/	-7%	-17	3	0%	-13%	7%
O=C(CNc1ccccc1F)Nc1cc(S(=O)(=O)N2CCCCC2)ccc1Cl	-0.2	?	2	-4%	-21	0	12%	-10%	-11%
COc1ccc(CCNC(=O)CCNC(=O)c2ccco2)cc1	-2.5	-37%	-2	-1%	0	-12	-5%	-25%	7%
CC(=O)n1cc(N(C(=O)CCl)c2ccccc2)c2ccccc21	-2.1	3.5µM*	3	-11%	-17	-8	1%	?	-1%
CCn1c(=O)cc(SCC(=O)NCCCN2CCC(C)CC2)c2ccccc21	0.0	13%	2	-4%	19	-15	10%	3%	4%
Cc1ccccc1-n1c(-c2csc3ccccc23)n[nH]c1=S	-1.5	-1%	-9	-12%	2	-1	3%	-12%	-13%[57.1 µM]
CS(=O)(=O)c1ccc(C(=O)Nc2cc(-c3ccccc3)nn2-c2ccccc2)cc1	0.5	-25%	-1	-16%	?	0	-3%	12%	-10%
COc1cc2c(cc1OC)CN(C(=O)CSc1nc(N)c(C#N)cc1C#N)CC2	-2.2	0%	/	-7%	29	-6	7%	-2%	-8%
CC1CCN(Cc2csc(N)n2)CC1	0.6	5%	1	-4%	0	-5	11%	13%	1%
Cc1cc(C)c2nc(/N=C(\N)NC(=O)c3ccccc3)nc(C)c2c1	1.6	12%	-7	5%	1	2	3%	-2%	-4%
CNC(=O)c1ccc(Nc2nnc(-c3ccc(C)c(S(N)(=O)=O)c3)c3ccccc23)cc1	-0.3	13%	0	4%	3	3	-1%	-3%	-4%
COc1ccc(-n2c(=S)[nH]c3cc(C(=O)N4CCN(c5ccccc5)CC4)ccc3c2=O)cc1	0.4	5%	5	-6%	-5	-7	1%	-3%	3%
COc1ccc(C(=O)N2CCCC(C(=O)O)C2)c2ccccc12 (stereo not drawn)	0.8	9%	-2	-20%	6	0	-2%	1%	5%
CCCCc1cc(=O)oc2cc(C)cc(OCC(=O)Nc3cccnc3)c12	-1.3	?	0	-8%	9	5	-2%	-22%	-14%
CC1(C)OC(=O)C2=C(C[C@@H](CCOCc3ccccc3)O[C@H]2c2ccc(F)cc2)O1	-1.0	?	3	-2%	4	9	-5%	4%	-11%
O=C(CSc1nnc(CNC(=O)c2ccc(F)cc2)o1)Nc1ccc2c(c1)OCCO2	-1.5	-1%	-7	8%	-16	0	12%	4%	-30%
Cc1ccccc1OCCC(=O)Nc1c(C)n(C)n(-c2ccccc2)c1=O	1.4	0%	/	-1%	7	1	-10%	-11%	2%
COc1cc(NC(=S)N2CCN(S(=O)(=O)c3ccc(F)cc3)CC2)cc(OC)c1	1.0	?	-4	-3%	-12	0	-6%	-2%	-1%
CCOc1cccc(NC(=O)CC#N)c1	-3.5	29%	3	-2%	17	-2	8%	-1%	-7%[57.1 µM]
Cc1noc(C)c1COc1ccc(C(=O)NCCOc2ccccc2)cc1	-0.3	-27%	0	-9%	-22	9	-5%	3%	1%
Brc1ccc(OCc2nnnn2-c2ccccc2)cc1	0.1	-14%	10	-22%	-8	-1	6%	-1%	1%
CCc1ccc(OCCNC(=O)c2cccs2)cc1	-1.0	?	-2	-2%	0	-1	-4%	-5%	-4%
COC(=O)CNc1nc(-c2ccccc2F)nc2ccccc12	-0.3	0%	2	2%	23	1	-7%	-6%	-3%
Cc1cc(C(=O)COC(=O)c2cccn2C)c(C)n1Cc1ccco1	-0.5	?	-21	-4%	18	-1	3%	4%	-3%
NC(=O)C1CCN(CC(=O)Nc2ccccc2Sc2ccc(Cl)cc2)CC1	-4.9	1%	2	-1%	2	5	16%	5%	-1%
O=C(CCCCn1c(=S)[nH]c2ccsc2c1=O)NCc1ccco1	-1.3	5%	/	-18%	-7	-8	-1%	-11%	-11%
CCc1ccc(NC(=O)CS(=O)CC(=O)NC(C)CCc2ccco2)cc1 (stereo not drawn)	0.0	-12%	-4	?	-3	2	-11%	-3%	-4%
COc1ccc(CCn2c(C)cc(C(=O)COC(=O)c3ccc(NC(=O)CC#N)cc3)c2C)cc1	-1.0	?	-50*	17%	16	-3	-4%	-10%	-27%
CSc1ccccc1NC(=O)c1cnccn1	0.1	57%[activator]	/	-10%	28	1	20%	-28%	-7%
COc1ccc(CCNC(=O)CC(C)(C)CC2=NS(=O)(=O)c3ccccc3N2)cc1OC	-3.3	33%[activator]	-2	-2%	-5	-2	8%	10%	2%
COCCNC(=O)[C@H]1C[C@@H]1[C@H](NP(=O)(c1ccccc1)c1ccccc1)c1ccccc1	-0.3	13%	3	5%	5	-5	14%	12%	0%
CC(NC(=O)c1ccc2c(c1)OCO2)C(c1cccs1)N1CCN(c2ccccc2)CC1 (stereo not drawn)	-1.5	?	2	6%	18	-5	5%	-8%	-12%
COC(=O)C1C/C(=N\NS(=O)(=O)c2ccc(C)cc2)c2sccc2C1 (stereo not drawn)	-0.1	1%	-10	4%	-2	-7	-2%	5%	-20%
CC(=O)c1ccc(NC(=S)NC(=O)c2c(Cl)c(C)nn2C)cc1	0.4	18%	4	-8%	0	14	4%	12%	0%
Cn1cnc(S(=O)(=O)Nc2ccc(OC(F)F)cc2)c1	2.9	?	1	2%	9	6	-2%	8%	-8%
Cc1ccc([C@H]2C[C@@H](O)[C@H](n3cc(-c4ccc(F)cc4)nn3)CN2C(=O)C2CCCCC2)cc1	-1.8	?	0	1%	20	1	-5%	-27%	0%
